GlmU inhibition: inhibition of mycobacterial GlmU enzyme – biochemical, glucosamine-1-phosphate acetyltransferase (AID 1376) | one-dose inhibition, %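 (tested at 30 µM in the primary screen)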; IC50 in µM for titrated hits | M. tuberculosis GlmU acetyltransferase enzyme assay; higher % means a stronger effect | Bifunctional protein GlmU (Mycobacterium tuberculosis (strain ATCC 25618 / H37Rv)) | actives 0.25% (n = 220,000); in the data active = inhibition above about 13%;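 also: 0% = complete reaction with vehicle and 100% = reaction without substrate; strong numbers were not always called active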
Mtb RmlCD inh: M. tuberculosis RmlC/RmlD coupled enzyme inhibitors, primary screen, biochemical, compound mixtures, 384-well, from 1536-well plates. dTDP-4-dehydrorhamnose reductase (Mycobacterium tuberculosis (strain ATCC 25618 / H37Rv)) …. RmlC+RmlD coupled enzyme assay, percent inhibition; primary screen in compound mixtures. inhibition, % at 3.6 µM. actives 0.03% (n = 160,000); in the data active = inhibition mostly above about 34%, no sharp cut-off; also: some results filed as inactive read as strong as hits
Target sequence (P9WH09 whole entry, looked up): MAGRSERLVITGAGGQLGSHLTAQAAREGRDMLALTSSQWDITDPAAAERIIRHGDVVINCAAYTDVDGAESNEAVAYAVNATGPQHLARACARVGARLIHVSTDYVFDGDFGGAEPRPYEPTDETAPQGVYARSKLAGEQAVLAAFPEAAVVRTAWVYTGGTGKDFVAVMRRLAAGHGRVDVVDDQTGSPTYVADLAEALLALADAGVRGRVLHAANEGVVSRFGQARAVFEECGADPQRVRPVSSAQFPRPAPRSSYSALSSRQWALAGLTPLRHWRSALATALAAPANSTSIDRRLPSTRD
Target sequence (P9WH11 whole entry, looked up): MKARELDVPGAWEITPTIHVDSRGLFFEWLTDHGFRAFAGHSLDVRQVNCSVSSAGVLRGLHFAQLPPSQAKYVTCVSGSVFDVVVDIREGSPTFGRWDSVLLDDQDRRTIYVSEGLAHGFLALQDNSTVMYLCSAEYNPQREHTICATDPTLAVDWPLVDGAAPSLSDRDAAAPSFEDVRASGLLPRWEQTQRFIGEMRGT
Starred values were filed as active, the others as inactive; . = not tested or not shown.

nr	Molecule	Mtb RmlCD inh	GlmU inhibition
1	CC(=O)c1cccc(CN2CCCC(CCC(=O)NCc3ccc(F)c(F)c3)C2)c1 (stereo not drawn)	-2	0.3%
2	O=C(O)c1cc(NS(=O)(=O)c2ccc(NC3CCCCC3)c([N+](=O)[O-])c2)cc(C(=O)O)c1	-62	9.6%
3	CCNC(=S)/N=C(\N)Nc1nc(C)c2cc(C)ccc2n1	.	-18%
4	Cc1ccc(S(=O)(=O)N2CCOCC2)cc1C(=O)Nc1ccc(-c2cn3ccsc3n2)cc1	14	1.6%
5	C=CCn1c(SC(C)C(=O)NCc2ccc3c(c2)OCO3)nnc1C1CCCCC1 (stereo not drawn)	-1	6.8%
6	CC(=O)N1CCN(c2ccc(NCc3ccccc3)cc2)CC1	.	-1.8%
7	CN(C)NC1CC(=O)N(c2ccccc2)C1=O (stereo not drawn)	16	-3.2%
8	N=c1sccn1CC(=O)Nc1ccc(Cl)cc1[N+](=O)[O-]	7	3.3%
9	CSc1ncccc1C(=O)OCC(=O)Nc1ccc(S(=O)(=O)N2CCCC2)cc1	15	3.8%
10	COc1ccc(-c2nc(C)c(C(C)=O)n2O)cc1	-2	2.7%
11	CCOC(=O)Nc1cc(C(=O)OC)ccc1C	-5	1.1%
12	CN(C(=O)c1ccc(Cl)c(S(=O)(=O)N2CCOCC2)c1)c1ccccc1C(=O)O	.	9.1%
13	COC(=O)c1cc(NC(=O)Nc2cc(OC)ccc2OC)cc(C(=O)OC)c1	-8	-5.1%
14	O=C(NNC(=S)Nc1cccc(C(F)(F)F)c1)c1cccc(Cl)c1	-4	0.4%
15	Cc1ccc(C(=O)CSc2nnc(-c3cccs3)n2C)o1	.	6.2%
16	CCOC(=O)N/N=C1\CC(C)CC(C)(C)C1 (stereo not drawn)	5	3.4%
17	CCN(C(=S)NC(=O)c1ccccc1Br)C1CCCCC1	5	3.8%
18	COC(=O)c1c(NC(C)=O)sc(C(=O)Nc2ccccc2)c1C	4	7.2%
19	CCN(CC)CCN1C(=O)C(=O)/C(=C(/O)c2cnn(-c3ccccc3)c2C)C1c1cccs1 (stereo not drawn)	.	0.9%
20	Cc1cc(C)cc(C(=O)OCC(=O)NCC(F)(F)F)c1	18	-11%
21	COc1ccc(NC(=O)CN(c2ccccc2)S(=O)(=O)N(C)C)cc1OC	.	5.2%
22	COc1ccc(NC(=O)COn2nnc3ccc(Cl)cc32)cc1OC	.	0.2%
23	CCn1c(-c2csc3c2CCC(C)C3)n[nH]c1=S (stereo not drawn)	.	4.1%
24	COc1ccc2c(c1)c(C(=O)N/N=C/c1cccc(Br)c1)c(C)n2C	-9	3.7%
25	Cc1c(C(=O)Nc2ccc(Br)cc2)cnn1C	4	5.4%
26	CCCCNC(=O)CCCCCn1c(=O)[nH]c2cc(C(=O)OC)ccc2c1=O	-19	-2.1%
27	CNC(=S)N1CCN(CCNC2=CC(=O)CC(C)(C)C2)CC1	-11	1.9%
28	CC(C)(C)C(=O)CSc1nnc(-c2cccs2)n1CC1CCCO1 (stereo not drawn)	.	-4.2%
29	NNC(=O)c1ccc2[nH]c3c(c2c1)CCCC3	3	-1.8%
30	Cc1cccc(N2C(=O)CC(Sc3nc(C)c4c(n3)CCCC4)C2=O)c1 (stereo not drawn)	.	3.8%
31	CCCc1nc(-c2cc3ccc(C)cc3[nH]c2=O)no1	.	-0.5%
32	CC1(C)c2[nH]c3ccccc3c2C[C@@H]2C(=O)N(Cc3ccco3)C(=O)N21	.	4.7%
33	COC(=O)CSCC(=O)Nc1nnc(-c2cccc(C)c2)s1	1	0.4%
34	CN(/N=C\c1ccc(O)c(O)c1)c1nc(-c2ccccc2)cc(-c2ccccc2)n1	-3	-1.7%
35	CC1=C(C#N)C(Nc2ccc(Cl)cn2)(C(F)(F)F)C(=O)N1 (stereo not drawn)	.	1.1%
36	CCC(=O)c1ccc(N2CCN(C(=O)c3ccc(F)cc3)CC2)c(F)c1	2	2.4%
37	Cc1cccc(-n2c(C)cc(C)c(C#N)c2=O)c1	0	4.9%
38	Nc1nc(N2CCOCC2)n[nH]1	11	2.1%
39	Cc1ccccc1C(=O)Nc1ccc(C(=O)N/N=C/c2ccncc2)cc1	-1	2.8%
40	CC1(C)CC(=O)C2=C(C1)N=C1SCCC(=O)N1C2c1ccc(C(F)(F)F)cc1 (stereo not drawn)	2	3.0%
41	Cc1[nH]n(-c2ccccc2)c(=O)c1N=Nc1ccc2c(c1)OCCO2	-6	0.4%
42	Cc1ccc(-c2noc(=O)n2CC(=O)Nc2ccc(S(=O)(=O)NC3CC3)cc2)cc1	-3	1.8%
43	O=C(c1coc2ccc(O)cc12)C1CC1	.	0.1%
44	O=C(CN(C1CCCCC1)S(=O)(=O)c1ccc(F)cc1)NCCCO	.	-0.6%
45	Cc1cc(C)nc(SCc2nnc(SCC(=O)N3CCCc4ccccc43)o2)n1	6	1.9%
46	CN(C)c1ccc(/C=N/NC(=O)CSc2ccccn2)cc1	-12	6.6%
47	CCC1CCCCN1P(=O)(c1ccc(C)o1)C(C)(C)C (stereo not drawn)	-3	4.8%
48	Fc1ccc2[nH]c3c(N4CCN(C5CCCCC5)CC4)ncnc3c2c1	9	.
49	Cc1ccccc1-c1nc(CN2CCC(C(=O)NCC3CCCO3)CC2)c(C)o1 (stereo not drawn)	-6	1.3%
50	O=C(CN(C(=O)Cn1nnc(-c2ccc(F)cc2)n1)c1ccc(F)c(Cl)c1)NCC1CCCO1 (stereo not drawn)	10	0.4%
51	CCOc1ccc(CCNC(=O)C2CCCN(c3nnc(-n4cccc4)s3)C2)cc1OCC (stereo not drawn)	.	-1.0%
52	COc1ccc(S(=O)(=O)N2CCOC2CNC(=O)C(=O)NCc2ccco2)cc1 (stereo not drawn)	4	3.6%
53	Cc1csc(NC(=O)CCN2C(=O)c3ccccc3S2(=O)=O)n1	-4	-3.5%
54	CN(c1cccnc1)c1ncnc2[nH]ncc12	.	8.2%
55	COc1ccc([N+](=O)[O-])cc1NC(=O)Nc1cccc(Cl)c1	15	-2.8%
56	COC(=O)c1oc2ccc(Br)cc2c1NC(=O)CCN1CCOCC1	.	5.6%

Further results follow.
nr	Molecule	Mtb RmlCD inh	GlmU inhibition
57	CC(=O)C(=[N+]=[N-])C(=O)NCc1ccccc1	.	0.6%
58	COc1cc([N+](=O)[O-])ccc1NC(=O)Nc1nc2c(s1)CCCC2	-6	-1.7%
59	O=C(N/N=C/c1c[nH]c2ccccc12)c1cccs1	-4	1.4%
60	CCN1CCN(c2nc(-c3cccnc3)nc3ccccc23)CC1	98	2.9%
61	CCOC(=O)c1c(-c2ccccc2)n(C)c2ccc(O)cc12	8	-0.4%
62	COc1ccc(Nc2nc3ccc(OC)cc3s2)cc1	10	1.9%
63	CCCCn1c(O)c(/C(CC)=N/N2CCCCC2c2cccnc2)c(=O)[nH]c1=S (stereo not drawn)	-11	-3.1%
64	COc1ccc(C(=O)NCc2ccc3c(c2)OCO3)cc1S(=O)(=O)NCc1ccc(Cl)cc1	-14	0.6%

Some of the entries so far, field by field.
12. CN(C(=O)c1ccc(Cl)c(S(=O)(=O)N2CCOCC2)c1)c1ccccc1C(=O)O
  Mtb RmlCD inh: .
  GlmU inhibition: 9.1%

13. COC(=O)c1cc(NC(=O)Nc2cc(OC)ccc2OC)cc(C(=O)OC)c1
  Mtb RmlCD inh: -8
  GlmU inhibition: -5.1%

The list continues.
nr	Molecule	Mtb RmlCD inh	GlmU inhibition
65	O=[N+]([O-])c1ccccc1S(=O)(=O)N1CCc2ccccc2C1	-7	7.3%
66	FC(F)(F)c1cccc(-n2c(Cn3nnc4ccccc43)n[nH]c2=S)c1	6	2.8%
67	Cc1ccc(C)c(-n2c(Cc3cc(=O)[nH]c(=O)[nH]3)nnc2SC(C)C)c1	-5	2.1%
68	CCOC(=O)COc1c(C(=O)OC)sc2ncccc12	12	-3.9%
69	O=C1CN(C(=O)C2CC2)c2ccccc2N1	.	0.8%

Among those listed so far, 24 contain four or more nitrogen atoms.
nr	Molecule	Mtb RmlCD inh	GlmU inhibition
3	CCNC(=S)/N=C(\N)Nc1nc(C)c2cc(C)ccc2n1	.	-18%
4	Cc1ccc(S(=O)(=O)N2CCOCC2)cc1C(=O)Nc1ccc(-c2cn3ccsc3n2)cc1	14	1.6%
5	C=CCn1c(SC(C)C(=O)NCc2ccc3c(c2)OCO3)nnc1C1CCCCC1 (stereo not drawn)	-1	6.8%
8	N=c1sccn1CC(=O)Nc1ccc(Cl)cc1[N+](=O)[O-]	7	3.3%
19	CCN(CC)CCN1C(=O)C(=O)/C(=C(/O)c2cnn(-c3ccccc3)c2C)C1c1cccs1 (stereo not drawn)	.	0.9%
22	COc1ccc(NC(=O)COn2nnc3ccc(Cl)cc32)cc1OC	.	0.2%
27	CNC(=S)N1CCN(CCNC2=CC(=O)CC(C)(C)C2)CC1	-11	1.9%
34	CN(/N=C\c1ccc(O)c(O)c1)c1nc(-c2ccccc2)cc(-c2ccccc2)n1	-3	-1.7%
35	CC1=C(C#N)C(Nc2ccc(Cl)cn2)(C(F)(F)F)C(=O)N1 (stereo not drawn)	.	1.1%
38	Nc1nc(N2CCOCC2)n[nH]1	11	2.1%
39	Cc1ccccc1C(=O)Nc1ccc(C(=O)N/N=C/c2ccncc2)cc1	-1	2.8%
41	Cc1[nH]n(-c2ccccc2)c(=O)c1N=Nc1ccc2c(c1)OCCO2	-6	0.4%
42	Cc1ccc(-c2noc(=O)n2CC(=O)Nc2ccc(S(=O)(=O)NC3CC3)cc2)cc1	-3	1.8%
45	Cc1cc(C)nc(SCc2nnc(SCC(=O)N3CCCc4ccccc43)o2)n1	6	1.9%
46	CN(C)c1ccc(/C=N/NC(=O)CSc2ccccn2)cc1	-12	6.6%
48	Fc1ccc2[nH]c3c(N4CCN(C5CCCCC5)CC4)ncnc3c2c1	9	.
50	O=C(CN(C(=O)Cn1nnc(-c2ccc(F)cc2)n1)c1ccc(F)c(Cl)c1)NCC1CCCO1 (stereo not drawn)	10	0.4%
51	CCOc1ccc(CCNC(=O)C2CCCN(c3nnc(-n4cccc4)s3)C2)cc1OCC (stereo not drawn)	.	-1.0%
54	CN(c1cccnc1)c1ncnc2[nH]ncc12	.	8.2%
58	COc1cc([N+](=O)[O-])ccc1NC(=O)Nc1nc2c(s1)CCCC2	-6	-1.7%
60	CCN1CCN(c2nc(-c3cccnc3)nc3ccccc23)CC1	98	2.9%
63	CCCCn1c(O)c(/C(CC)=N/N2CCCCC2c2cccnc2)c(=O)[nH]c1=S (stereo not drawn)	-11	-3.1%
66	FC(F)(F)c1cccc(-n2c(Cn3nnc4ccccc43)n[nH]c2=S)c1	6	2.8%
67	Cc1ccc(C)c(-n2c(Cc3cc(=O)[nH]c(=O)[nH]3)nnc2SC(C)C)c1	-5	2.1%

Compound activity (PubChem)

A portion of the library, so the mix of outcomes need not match the whole.
